Bioassay records deposited in PubChem by National Center for Advancing Translational Sciences (NCATS).
A350 fluor: compound fluoresces in the Alexa 350 spectral region | 11% of 59,000 active | Compound autofluorescence, 340/450 nm, Alexa 350 dye-equivalents; hits give high values | max dye-equivalent concentration, M | AID 590; in the data active = max dye-equivalent concentration above about 10 nM; inconclusive = mostly about 1.1 nM to 9.6 nM
Pol III holo inh: blocks replication by bacterial DNA polymerase III holoenzyme. reconstituted DNA polymerase III holoenzyme replication, biochemical. Potency, µM (series often up to 57.1 µM), without a hit: at the top dose activity change, negative = inhibition. 0.25% of 71,000 active. AID 603; note: potency is the fitted concentration of half-maximal effect; % is set by controls: 0 for no effect and ±100 for the full control effect
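Reconstituted *E. coli* holoenzyme (0.35 nM Pol III, 1 nM beta, 154 nM SSB, 2 nM primase) was preincubated with compound for 15 min at RT. Synthesis on 1.4 nM ssM13Gori ran 35 min, then was stopped with PicoGreen/EDTA and read as dsDNA fluorescence.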
BRCT PPI green: blocks human BRCA1 BRCT binding to phosphopeptide, green readout. 0.05% of 75,000 active. Potency, µM (doses to about 76.9 µM), for the others: at the top dose activity change, negative = inhibition, hits mostly inhibitors. P38398. AID 875. BRCA1 BRCT-phosphopeptide binding, green fluorescence polarization;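 note: potency is the fitted concentration of half-maximal effect; plate controls were peptide without protein for full effect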
Target sequence (P38398 whole entry, looked up): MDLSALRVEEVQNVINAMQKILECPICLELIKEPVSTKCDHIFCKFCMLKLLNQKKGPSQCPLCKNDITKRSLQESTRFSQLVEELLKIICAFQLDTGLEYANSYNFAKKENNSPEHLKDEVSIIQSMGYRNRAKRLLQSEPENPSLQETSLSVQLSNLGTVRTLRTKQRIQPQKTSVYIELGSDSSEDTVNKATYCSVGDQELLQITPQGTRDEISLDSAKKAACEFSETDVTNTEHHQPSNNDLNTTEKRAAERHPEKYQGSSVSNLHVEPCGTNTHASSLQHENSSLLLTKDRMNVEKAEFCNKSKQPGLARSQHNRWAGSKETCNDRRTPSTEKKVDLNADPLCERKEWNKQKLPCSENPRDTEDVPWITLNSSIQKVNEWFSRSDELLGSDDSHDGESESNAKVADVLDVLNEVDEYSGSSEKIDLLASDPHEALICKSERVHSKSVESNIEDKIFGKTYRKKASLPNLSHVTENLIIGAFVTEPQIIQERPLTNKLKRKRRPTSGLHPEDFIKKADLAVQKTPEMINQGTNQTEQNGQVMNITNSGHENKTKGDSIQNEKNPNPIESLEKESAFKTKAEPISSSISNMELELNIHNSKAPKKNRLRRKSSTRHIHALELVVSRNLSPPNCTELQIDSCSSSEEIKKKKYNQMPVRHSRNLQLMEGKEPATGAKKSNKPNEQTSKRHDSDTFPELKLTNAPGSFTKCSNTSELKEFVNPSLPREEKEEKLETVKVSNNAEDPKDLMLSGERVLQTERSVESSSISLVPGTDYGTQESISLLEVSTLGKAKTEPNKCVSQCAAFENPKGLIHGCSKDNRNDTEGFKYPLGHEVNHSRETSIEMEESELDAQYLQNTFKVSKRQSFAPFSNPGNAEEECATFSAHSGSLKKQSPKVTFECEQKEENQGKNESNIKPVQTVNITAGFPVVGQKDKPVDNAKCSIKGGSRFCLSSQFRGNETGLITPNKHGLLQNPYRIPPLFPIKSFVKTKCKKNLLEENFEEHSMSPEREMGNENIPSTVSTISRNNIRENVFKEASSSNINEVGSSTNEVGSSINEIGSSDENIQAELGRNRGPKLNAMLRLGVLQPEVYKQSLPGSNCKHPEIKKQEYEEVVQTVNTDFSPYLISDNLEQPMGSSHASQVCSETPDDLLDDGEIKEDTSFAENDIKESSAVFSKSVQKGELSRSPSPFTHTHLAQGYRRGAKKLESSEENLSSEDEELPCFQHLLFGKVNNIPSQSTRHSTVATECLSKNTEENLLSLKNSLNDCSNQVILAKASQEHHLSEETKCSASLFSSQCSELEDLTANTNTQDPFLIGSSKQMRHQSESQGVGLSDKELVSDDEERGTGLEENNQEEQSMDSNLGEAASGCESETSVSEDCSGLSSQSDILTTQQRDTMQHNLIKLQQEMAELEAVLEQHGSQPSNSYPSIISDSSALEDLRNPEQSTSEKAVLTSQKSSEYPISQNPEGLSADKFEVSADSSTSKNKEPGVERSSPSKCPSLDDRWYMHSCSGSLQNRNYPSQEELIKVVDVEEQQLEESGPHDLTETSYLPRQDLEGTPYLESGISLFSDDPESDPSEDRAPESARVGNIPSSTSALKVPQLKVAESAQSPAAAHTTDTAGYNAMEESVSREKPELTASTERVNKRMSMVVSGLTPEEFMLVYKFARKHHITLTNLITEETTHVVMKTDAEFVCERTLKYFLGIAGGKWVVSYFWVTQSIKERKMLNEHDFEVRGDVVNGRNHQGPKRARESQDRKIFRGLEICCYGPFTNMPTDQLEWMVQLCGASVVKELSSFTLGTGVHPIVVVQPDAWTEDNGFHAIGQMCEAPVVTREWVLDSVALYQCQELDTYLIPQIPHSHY
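Compounds were incubated for 12 min at room temperature with a complex of 100 nM fluorescein-tagged pBACH1 decapeptide and 250 nM His-tagged BRCT protein. Buffer was phosphate pH 7.3 with EDTA, DTT and Tween 20. Disruption of binding lowers the polarization signal.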
HBB splice mod: modulators of hemoglobin beta chain splicing | HBB splicing reporter cell assay, activation; EGFP reporter with mutant IVS2-654 intron; response scale: normalised to 500 nM splice-correcting PNA | Potency, µM (doses to about 46.1 µM), for inactives: top-dose activation, usual class: activators | 0.06% of 65,000 active | AID 925; note: potency is the fitted concentration of half-maximal effect; 0% is about no effect
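Compounds were applied for 2 days to HeLa EGFP-654 cells, 500/well in Optimem with 2% FCS. The reporter's EGFP is disrupted by mis-splicing of beta-globin intron IVS2-654. Readout: summed well GFP fluorescence from 488 nm laser scanning; reference was 500 nM antisense […] 654 PNA.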
4MU fluor: 4-MU region autofluorescence; compound autofluorescence, 340/450 nm, 4-MU equivalents; hits give high values; AID 589; max dye-equivalent concentration, M; 11% of 59,000 active; in the data active = max dye-equivalent concentration above about 10 nM; inconclusive = mostly about 1.1 nM to 9.6 nM
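Compounds in 100 mM Tris, pH 8.0, sat 15 min at room temperature before fluorescence was read at 340 nm excitation/450 nm emission; a per-plate six-point 4-MU standard curve converted signals to dye-equivalent concentration at each compound concentration.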
15-hLO inh: 15-hLO (ALOX15) enzyme inhibition | P16050 | purified 15hLO-1, xylenol orange hydroperoxide absorbance | Potency, µM (series often up to 57.1 µM), inactives show at the top dose activity change, negative = inhibition, most hits filed as inhibitors | 1.4% of 74,000 active | AID 887; note: potency is the fitted concentration of half-maximal effect; % is set by controls: 0 for no effect and ±100 for the full control effect; nearly all actives have a fitted effect of over 55% in size
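Compounds were preincubated 15 min at room temperature with 40 nM purified human enzyme (25 mM Hepes pH 7.5, 0.01% Triton X-100); 50 uM arachidonic acid reacted 6 min. Fe-xylenol orange detection, 30 min, absorbance ratio 573/405 nm.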
BRCT inh red: inhibitors of human BRCA1 BRCT-phosphoprotein interaction (red fluorophore); Potency, µM (series often up to 76.9 µM), for inactives: at the top dose activity change, negative = inhibition, most hits filed as inhibitors; P38398; AID 892; BRCT-phosphopeptide binding, red fluorescence polarization; 0.03% of 75,000 active; note: % is set by controls: 0 for no effect and ±100 for the full control effect
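Fluorescence polarization: 100 nM His-tagged BRCA1 BRCT with 100 nM TAMRA-labelled phospho-BACH1 decapeptide, phosphate buffer pH 7.3 with 150 mM NaCl, DTT, 0.01% Tween 20; 12 min RT. Binding inhibition seen as FP decrease.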
Hsp90 Hop PPI: changes Hsp90-Hop TPR2A binding signal, up or down; AlphaScreen TPR2A-His6 binding biotin-Hsp90 C-terminal peptide; Potency, µM (titrated, usually from 57 µM), for the others: at the top dose activity change, negative = inhibition; 0.44% of 71,000 active; AID 595; active = well fitted curve in either direction with a large enough effect; inconclusive = small, poorly fitted or top-dose-only effect, or another doubt; note: potency is the fitted concentration of half-maximal effect; % is set by controls: 0 for no effect and ±100 for the full control effect; many of its hits are not listed in these tables
CRE Fsk mod: alters forskolin-stimulated CRE reporter signaling in CHO cells; CHO CRE-bla reporter (cAMP response element driving beta-lactamase), forskolin EC10, beta-lactamase ratio; Potency, µM (top dose mostly 38.2 µM), inactives show top-dose activity change, negative = inhibition, usual class: activators; 2.5% of 71,000 active; AID 662; active = well fitted activation curve with a large enough effect in the signal ratio, with a control signal flat, not every such curve was filed as active; inconclusive = small, poorly fitted or top-dose-only effect, or effect the other way, or a change in a side signal; the % refers to the signal ratio; note: potency is the fitted concentration of half-maximal effect; % of control where 0% means no effect
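Forskolin analogue NKH 477 at EC10 stimulated CRE-driven beta-lactamase in CHO cells alongside compound dilution series. Beta-lactamase was measured with CCF4, excitation 405 nm, emission ratio 460/530 nm.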
GFP derepression: derepresses silenced GFP locus in mouse C127i cells; AID 597; mouse C127i GFP locus derepression, cytometry, 30 h; 0.09% of 68,000 active; Potency, µM (series often up to 46.1 µM), without a hit: at the highest dose GFP derepression (activation); note: % of control where 0% means no effect
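Read-out is the number of GFP-positive cells, scored as fluorescent objects 20 to 120 um wide, reflecting derepression of a silenced CMV-GFP reporter in murine C127i cells after 30 h compound exposure at 37 C.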
UbGFP stabilizer: inhibits proteasome, raising ubiquitin-GFP reporter fluorescence. Ubiquitin-GFP reporter cells, proteasome inhibition, GFP fluorescence; response scale: untreated = 0%, 10 µM MG-132 = 100%. Potency, µM (doses to about 45.9 µM), without a hit: top-dose activation (GFP accumulation), usual class: activators. 67,000 tested, under 10 active. AID 526; active = well fitted activation curve with a large enough effect, not every such curve was filed as active; inconclusive = small, poorly fitted or top-dose-only effect, or another doubt; inactive = no such curve, though single readings can be large or run the other way; note: potency is the fitted concentration of half-maximal effect
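U2OS cells stably expressing ubiquitin(G76V)-GFP, seeded overnight in 0.5% FBS medium, were exposed to compounds (qHTS, 46 uM to 2.9 nM) for 4 hr at 37 °C. GFP-positive cells were counted by laser cytometry (488 ex/515 em), normalized between basal and 10 uM MG-132.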
Starred values were filed as active, the others as inactive; i = inactive; u = inconclusive; x = not tested or not shown; [ ] = dose if it differs, or a comment. Unless noted, calls come from the whole dose curve; as a rule, active = well fitted curve in the direction sought with a large enough effect; inconclusive = small, poorly fitted or top-dose-only effect, or another doubt; inactive = no such curve, though single readings can be large; an effect the other way counts as inactive or inconclusive.

structure	A350 fluor	Pol III holo inh	BRCT PPI green	HBB splice mod	4MU fluor	15-hLO inh	BRCT inh red	Hsp90 Hop PPI	CRE Fsk mod	GFP derepression	UbGFP stabilizer
O=C(c1cccs1)N1CCN(S(=O)(=O)N2CCCCC2)CC1	i	-0.9%	-6.0%	-1.0%	i	4.0%	-0.7%	-4.5%	-6.2%	3.2%	-5.6%
CCN(CC)CCN1C(=O)C(O)=C(C(=O)c2sc(C)nc2C)C1c1cccnc1 (configuration not stated)	i	-5.5%	-1.7%	1.5%	i	4.9%	-0.6%	-0.1%	1.1%	1.6%	5.1%
COC1=CC(=O)OC12CCCCC2	x	-6.3%	-0.5%	1.3%[9.22 µM]	x	11.5%	0.8%	-3.0%	3.5%	-2.2%	-13.9%
CC(=O)C1C(c2ccc3ncccc3c2)NC(=O)NC1(O)C(F)(F)F (configuration not stated)	i	-4.4%	0.2%	-0.2%	i	5.3%	0.7%	-2.8%	8.8%	0.0%	3.8%
CN(CC[C@@H](Oc1ccc(-c2ccccc2)cc1)c1ccc(F)cc1)CC(=O)O	x	2.9%	1.3%	x	x	-8.7%[25.6 µM]	0.7%	-2.6%	u	-1.1%	1.0%
O=C(CSc1nnc(C2CC2)n1Cc1ccccc1)N1CCN(S(=O)(=O)c2ccccc2)CC1	i	4.2%	-2.3%	-4.1%	i	-14.7%	1.5%	-6.0%	u	0.0%	-2.5%
C=CCn1c(N)cc(=O)nc1SCC(=O)N1CCN(c2ccc(F)cc2)CC1	i	-4.9%	-2.5%	0.6%	i	5.4%	-0.7%	0.5%	7.9%	0.0%	-0.7%
COc1cccc(NC(=O)N2CCCC2C(=O)NCC(C)C)c1 (configuration not stated)	i	-2.6%	-2.3%	-0.1%[57.5 µM]	i	5.3%	-0.1%	0.1%	3.3%	4.8%	2.3%
C=C1C(=O)O[C@H]2C[C@@]3(C)CCCC(=C)[C@@H]3C[C@H]12	i	-0.7%	x	x	i	x	x	-4.1%	u	0.0%[9.22 µM]	-2.6%
COc1ccc(O)c(C(=O)c2cnn(C(=O)c3cc(C)oc3C)c2)c1	1.21e-08M*	-3.0%	-1.2%	0.0%[57.5 µM]	u	-18.2%	0.4%	-0.8%	u	1.6%	-1.9%
CNC(=O)NCCN1CCCC1=O	i	-0.9%	-1.4%	-1.0%	i	5.9%	-1.2%	-4.4%	1.8%	0.0%	-1.7%
O=C1C(c2ccncc2)N(CCC2=CCCCC2)C(=O)CN1C1CCCCC1 (configuration not stated)	i	-3.4%	1.4%	0.3%	i	-4.2%	-2.4%	-1.8%	-3.7%	0.0%	0.0%
Clc1ccc(-c2noc(CN3CCCCC3)n2)cc1	i	-11.7%[11.4 µM]	0.7%[15.4 µM]	0.4%[9.22 µM]	i	9.0%[11.4 µM]	-1.2%[15.4 µM]	-1.6%[11 µM]	10.3%[7.6 µM]	1.1%[9.22 µM]	0.0%[9.17 µM]
Cc1csc(NC(=O)CCNS(=O)(=O)c2ccc3c(c2)c(=O)n(C)c(=O)n3C)n1	i	-1.4%	-1.2%	1.7%	i	2.2%	0.1%	-1.5%	u	0.0%	8.8%
C=CCN(C(=O)CNC(=O)c1ccco1)C(C(=O)NC1CCCCC1)c1ccc(OC)cc1OC (configuration not stated)	i	-1.8%	-1.9%	x	i	5.7%	0.0%	-0.1%	2.1%	3.2%	7.2%
Cc1c(Cl)cccc1NC(=O)CC1SCCNC1=O (configuration not stated)	i	-5.5%	-2.4%	-0.1%[57.5 µM]	i	-2.0%	0.8%	-6.2%	7.9%	0.0%	1.8%
Cc1cc2ccccc2n1CCNC(=O)C1CCCC1	i	-2.0%	-7.9%	1.0%	i	u	-5.9%	u	-22.5%	4.0%	-7.2%
Cc1onc(-c2ccncc2)c1C(=O)O	i	2.1%	-1.4%	0.3%[57.5 µM]	i	3.8%	0.3%	1.5%	-12.2%	-0.3%	-4.5%
CN(C)C(=O)c1ccc(-c2cncnc2NCc2ccccc2)cc1	i	4.5%	-0.9%	0.4%	i	-23.3%	0.3%	-2.1%	2.9%	-0.5%[9.22 µM]	-4.2%
O=C(NCC1COc2ccccc2O1)Nc1ccccc1F (configuration not stated)	i	6.3%	-1.2%	0.0%[57.5 µM]	i	11.3%	-0.6%	1.5%	-12.5%	2.7%	-4.0%
O=C(NC1CCCCC1)c1ccc(S(=O)(=O)N2CCCCC2)cc1	i	-2.8%	-3.2%	-0.1%	i	1.8%	-1.1%	-4.0%	5.0%	-2.1%	-2.8%
CC(=O)CSc1nnc(CSc2ncccn2)n1C1CCCCC1	i	-0.3%	-1.5%	0.0%[57.5 µM]	i	18.0%	-0.6%	-2.7%	4.7%	6.8%	1.1%
CCOC(=O)c1ccccc1NC1c2ccccc2C(=O)N1C1CCN(C(=O)OCC)CC1 (configuration not stated)	x	-2.8%	-1.6%	-1.2%	x	-0.2%	0.8%	-4.0%[2.3 µM]	0.2%	x	3.3%
Cn1cc(-c2nc3cnc(N4CCNCC4)nc3n(CCC#N)c2=O)c2ccccc21	i	-13.4%	4.6%	8.7%	i	-2.7%	0.3%	-3.0%	u	7.6%[9.22 µM]	4.0%
CCOc1ccc2nc(NC(=O)C(NS(=O)(=O)c3cccs3)C(C)C)sc2c1 (configuration not stated)	u	1.2%	-2.7%	-0.6%	i	2.7%	0.0%	-6.6%	u	-2.8%	12.1%
N#Cc1c(NC(NC(=O)c2ccco2)C(=O)c2ccccc2)sc2c1CCCC2 (configuration not stated)	x	2.1%	-0.8%	-1.1%[9.22 µM]	x	u	u	-10.4%	0.7%	2.2%	-15.4%
CC(=O)c1ccccc1Oc1nc(CN2CCOCC2)nc2scc(-c3cccs3)c12	i	-6.6%	0.0%	0.1%[0.369 µM]	i	-17.9%	-0.1%	-3.8%	u	-0.5%	x
Cc1ccc(S(=O)(=O)C(F)(F)F)cc1NC(=O)c1cccnc1	i	0.1%	-0.7%	-2.3%	i	9.5%	0.5%	-5.8%	-7.8%	3.6%	0.9%
CC(C(=O)c1ccccc1)n1c(N2CCOCC2)nc2c1c(=O)n(C)c(=O)n2C (configuration not stated)	i	-9.7%	-1.2%	-0.5%	i	1.6%	1.2%	-0.9%	8.8%	2.9%	-2.4%
Cc1ccc(-c2cc(C(=O)Nc3c(C)n(C)n(-c4ccccc4)c3=O)[nH]n2)c(O)c1	i	-11.6%	-2.5%	-1.5%[57.5 µM]	i	1.1%	0.6%	-2.0%	-1.9%	0.0%	0.0%
Cc1ccc(OCC(O)CN2CCN(CC(O)COc3ccc(C)cc3Cl)CC2)c(Cl)c1 (configuration not stated)	x	-1.1%[11.4 µM]	-1.6%	-0.3%[0.0738 µM]	x	3.1%[11.4 µM]	0.2%	-6.5%[11 µM]	u	-3.1%	-10.5%[9.17 µM]
O=C1c2cccnc2C(=O)N1CO	i	-2.3%	-3.7%	-2.1%	i	19.4%	-0.4%	-16.8%	0.1%	1.2%	-12.9%
Cc1nc(SCC(=O)Nc2cc(C)on2)c2c(C)c(C)sc2n1	i	-0.8%	-0.4%	x	i	2.5%	-0.6%	1.6%	0.316µM*	-1.3%	6.7%
CCn1c(=O)c(C(=O)CN2CCOCC2)c(N)n(Cc2ccccc2)c1=O	1.8e-08M*	-1.1%	-0.3%	-2.1%	1.81e-08M*	4.1%	-1.1%	-1.4%	u	-1.4%	7.4%
CCCc1c(O)nc(SCc2ccccc2)[nH]c1=O	i	-2.1%	-0.5%	-1.3%	i	2.3%	0.4%	-3.9%	-17.9%	-1.6%	1.9%
CCS(=O)(=O)c1ccc2oc(SCC(=O)c3ccco3)nc2c1	i	-3.3%	-2.5%	2.0%	i	-8.0%	-1.1%	-7.0%	u	0.0%	-0.8%
CN1CCN(CCCNC(=O)Nc2cccc3ccccc23)CC1	i	3.2%	-2.9%	3.4%	i	3.6%	-2.6%	-3.1%	-3.2%	-3.3%	-2.5%
CCN(CC)CCCn1c(-c2ccccc2)nc2c(NCCOC)nc(C)nc21	x	-4.6%	0.9%	-1.0%	x	3.8%	-0.3%	0.1%	-0.4%	x	-6.9%
COc1ccc(-n2c(SCC(=O)Nc3nccs3)nc3c(c2=O)SC(C)C3)cc1 (configuration not stated)	x	-7.7%	-1.2%	-1.3%	x	5.0%	1.1%	-2.8%	u	x	-2.2%

Rows were taken by chance, and some 12% of all compounds hit somewhere here.
